TRb SRC2 PPI: TRbeta-SRC2 interaction inhibition; P10828; TRbeta-SRC2 peptide binding, fluorescence polarization; receptor liganded with 1 µM T3; Potency, µM (doses to about 106 µM), for inactives: top-dose activity change, negative = inhibition, hits mostly inhibitors; 280,000 compounds, 0.065% hits; AID 1469;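 further: plate controls were bound peptide for no effect and peptide without receptor for full effect; nearly all actives have a fitted effect of over 50% in size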
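Binding of a 20-amino-acid Texas Red SRC2 peptide (20 nM) to TRb ligand-binding domain (0.6 uM) with agonist T3 at 1 uM was followed by fluorescence polarization after a 5 hr room-temperature incubation.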
RGS12 GoLoco inh: RGS12 GoLoco-Gai1 interaction inhibition. P63096. Gai1:RGS12 GoLoco peptide FP, rhodamine, 10 min. Potency, µM (titrated, usually from 61.6 µM), for the others: top-dose activity, negative = inhibition, usual class: inhibitors. 230,000 compounds, 0.44% hits. AID 880; active means well fitted inhibition curve with a large enough effect, not every such curve was filed as active; inactive means no such curve, though single readings can be large or run the other way; further: on the % scale 0 is the no-effect control and ±100 the full control effect; nearly all actives have a fitted effect of over 30% in size; many of its hits are not listed in these tables
Target sequence (P63096 whole entry, looked up): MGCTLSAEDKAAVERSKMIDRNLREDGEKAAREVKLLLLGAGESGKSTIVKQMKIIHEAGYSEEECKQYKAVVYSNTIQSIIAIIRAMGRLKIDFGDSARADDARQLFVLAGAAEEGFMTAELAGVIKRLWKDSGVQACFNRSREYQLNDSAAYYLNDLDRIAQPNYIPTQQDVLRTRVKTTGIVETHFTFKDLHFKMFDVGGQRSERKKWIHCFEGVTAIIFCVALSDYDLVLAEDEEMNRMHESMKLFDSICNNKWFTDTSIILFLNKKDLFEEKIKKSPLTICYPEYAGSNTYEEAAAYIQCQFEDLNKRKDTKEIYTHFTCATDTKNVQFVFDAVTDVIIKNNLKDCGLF
ALDH1A1 block: inhibitors of human aldehyde dehydrogenase 1A1. 220,000 compounds, 7.3% hits. Potency, µM (doses to about 75.3 µM), for the others: at the highest dose activity, negative = inhibition, usual class: inhibitors. Purified ALDH1A1, NADH fluorescence, propionaldehyde substrate; active means well fitted inhibition curve with a large enough effect, not every such curve was filed as active; inconclusive means small, poorly fitted or top-dose-only effect, or another doubt; inactive means no such curve, though single readings can be large or run the other way;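 further: plate controls were no enzyme wells and a reference inhibitor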
JMJD2E inh: JMJD2E (human) inhibition. B2RXH2. JMJD2E catalytic domain, FDH-coupled NADH fluorescence (FDH is formaldehyde dehydrogenase). Potency, µM (highest dose often 57.1 µM), without a hit: at the highest dose activity change, negative = inhibition, most hits filed as inhibitors. 230,000 compounds, 1.6% hits; active means well fitted inhibition curve with a large enough effect, not every such curve was filed as active; inconclusive means small, poorly fitted or top-dose-only effect, or another doubt; inactive means no such curve, though single readings can be large or run the other way;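 further: 0% = wells with enzyme and -100% = buffer wells without enzyme; nearly all actives have a fitted effect of over 50% in size; many of its hits are not listed in these tables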
Target sequence (B2RXH2 1-337 limits assumed): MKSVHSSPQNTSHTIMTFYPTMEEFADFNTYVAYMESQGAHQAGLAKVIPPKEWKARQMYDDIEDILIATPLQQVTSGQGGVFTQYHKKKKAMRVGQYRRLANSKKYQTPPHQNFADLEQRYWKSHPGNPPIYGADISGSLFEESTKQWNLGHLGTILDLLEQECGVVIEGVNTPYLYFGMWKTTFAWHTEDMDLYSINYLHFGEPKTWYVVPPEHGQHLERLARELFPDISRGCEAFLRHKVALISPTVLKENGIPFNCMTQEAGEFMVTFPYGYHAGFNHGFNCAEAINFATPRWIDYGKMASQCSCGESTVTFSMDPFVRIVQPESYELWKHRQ
RECQ1 helicase: blocks DNA unwinding by human RECQ1 | RECQ1 DNA unwinding, red fluorescence kinetic read | 240,000 compounds, 0.54% hits | Potency, µM (highest dose often 57.3 µM), without a hit: top-dose activity, negative = inhibition, actives largely listed as inhibitors;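 further: plate controls were vehicle for no effect and no enzyme for full effect; nearly all actives have a fitted effect of over 30% in size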
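RECQ1T1 50 nM; forked duplex (20 bp + 30-nt ss tails) 200 nM, ATP 2 mM final; pH 8.0, 2 mM MgCl2, 2.5 ug/ml poly(dI-dC); 15 min compound preincubation; discontinuous kinetic read over 2 h at RT.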
SMN2 splice enh: increases expression of the SMN2 splice variant; Potency, µM (top dose mostly 46.1 µM), without a hit: at the highest dose activity change, positive = activation, usual class: activators; HEK293 SMN2-luciferase splicing reporter, luminescence, 30-36 h; 210,000 compounds, 2.8% hits; further: % of control where 0% means no effect; nearly all actives have a fitted effect of over 55% in size
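HEK293 cells carry an SMN2 […]–luciferase reporter in which exon 7 inclusion puts luciferase in frame. Cells were plated 10-12 h before compound addition, then incubated 30-36 h at 37C. ONE-Glo luminescence was read; sodium butyrate at 4.5 mM final served as control.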
Lamin A splicing: changes lamin A minigene splicing in HeLa cells | 200,000 compounds, 0.01% hits | Potency, µM (top dose mostly 46.1 µM), for inactives: at the top dose ratio change, negative = inhibition, most hits filed as inhibitors | HeLa LMNA splicing GFP/RFP minigene ratio, 48 h | AID 1487; active means well fitted inhibition curve with a large enough effect in the signal ratio, with a control signal flat, not every such curve was filed as active; inconclusive means small, poorly fitted or top-dose-only effect, or effect the other way, or a change in a side signal; the % refers to the signal ratio; further: on the % scale 0 is the no-effect control and ±100 the full control effect
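S3 HeLa stable clones carrying a lamin A-EGFP splicing minigene plus DsRed2 were seeded at 600 cells/well in Opti-MEM with 2% FBS, pin-dosed and incubated 48 h at 37°C. Acumen cytometry (488 nm) gave the GFP/RFP total-intensity ratio.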
TexasRed fluor: alters Texas Red total fluorescence, flagging assay interference | TRb/SRC2 Texas Red total fluorescence interference | Potency, µM (top dose mostly 106 µM), for inactives: at the highest dose fluorescence change, negative = quenching | 280,000 compounds, 0.29% hits | AID 1479; active means well fitted curve in either direction with a large enough effect; inconclusive means small, poorly fitted or top-dose-only effect; further: on the % scale 0 is the no-effect control and ±100 the full control effect
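Flags fluorescent or light-absorbing compounds by total fluorescence, S + 2P, at 555 nm excitation and 632 nm emission. Mixture: 20 nM Texas Red SRC2 peptide, 0.6 uM human TRb LBD, 1 uM T3, 5% DMSO; compound exposure 5 h at ambient temperature.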
* = called active by the depositor; i = inactive; ? = inconclusive; nt = no result given; & = joins results of further samples; [ ] = dose if it differs, or a comment. Unless noted, the call rests on the fitted dose curve; in most records, active means well fitted curve in the direction sought with a large enough effect; inconclusive means small, poorly fitted or top-dose-only effect, or another doubt; inactive means no such curve, though single readings can be large; an effect the other way counts as inactive or inconclusive. Potency means the concentration at half of the fitted maximal effect.

Second line of a record: TRb SRC2 PPI	RGS12 GoLoco inh	ALDH1A1 block	JMJD2E inh	RECQ1 helicase	SMN2 splice enh	Lamin A splicing	TexasRed fluor
(1) C[n+]1cccc(/C=N/Nc2nc(Cl)c(C#N)c(Cl)c2Cl)c1
  5%	6%	nt	-1%	-5%	nt	nt	-5%
(2) Cc1cc2ccccc2n1CCNC(=O)c1cccs1
  2%	-6%	-6%	-1%	-12%	-29%	-1%	7%
(3) CCCCN1C(=O)NC(NS(=O)(=O)c2ccc(N)cc2)(C(F)(F)F)C1=O (stereo not drawn)
  -6%	-9%	16%	-6%	-3%	0%	-3%	-1%
(4) CC1CCN(S(=O)(=O)c2cccc(C(=O)Oc3ccc([N+](=O)[O-])cc3)c2)CC1
  1%	0%	-3%	2%	-4%	-8%[1.84 µM]	-8%	0%
(5) Cc1cc(Cl)ccc1OCC(=O)NCCCN1CCOCC1
  -10%	nt	6%	5%	-15%	nt	2%	-3%
(6) CC(=O)N1CCN(C(=O)c2ccc(Oc3ccccc3)cc2)CC1
  -1%	-2%	2%	2%	-3%	-13%	?	-2%
(7) NC(=O)NNC1=Nc2cccc3cccc1c23
  0%	-1%	-1%	12%	i	-4%	nt	-2%
(8) Cc1cccc(NC(=O)CC2c3ccccc3Oc3ccccc32)c1
  2%	-2%	8%	10%	-1%	-16%	-9%	1%
(9) Cc1c(/C=N/O)sc2ccccc12
  -1%	4%	nt	10%	i	nt	nt	-3%
(10) C=CCc1cccc2cc(C(=O)O)c(=O)oc12
  5%	7%	1%	-6%	-4%	-10%	0%	-3%
(11) CCOC(=O)N1CCN(C(=O)CSCC(=O)Nc2nc(-c3cccs3)cs2)CC1
  -14%	3%	-9%	5%	-5%	-34%[inhibitor]	?	-3%
(12) O=C(O)CSc1nc(C(F)(F)F)cc(=O)n1-c1ccccc1
  1%	2%	-7%	1%	-4%	0%	8%	-4%
(13) Cc1nn(Cc2nnc(SCC(=O)Nc3cccc(C(F)(F)F)c3)n2C)c(C)c1[N+](=O)[O-]
  -1%	-8%	nt	-22%	13%	nt	nt	-1%
(14) COc1cccc(-c2nc(NCc3cccnc3)c3ccccc3n2)c1
  nt	6%	0%	nt	-3%	nt	?	nt
(15) CCCN(Cc1ccc(N(CC)CC)cc1)CC1CC1
  -1%	-2%	-3%	2%	-1%	-18%	1%	-4%
(16) COc1ccc(CCNC(=O)CSc2nc3ccccc3o2)cc1OC
  -1%	12%	3%	12%	-8%	-4%	6%	-3%
(17) CC(C)Cc1nc(C(N)=O)c2[nH]c(=O)n(-c3ccc(F)cc3)c2n1
  -6%	7%	7%	?	-1%	-3%	1%	-4%
(18) COCCn1c(SC(C)C(=O)Nc2ccc(Cl)cn2)nnc1-c1ccncc1 (stereo not drawn)
  1%	-2%	4%	1%	-1%	3%	2%[46 µM]	-1%
(19) CCOC(=O)C1=C(CN2CCSCC2)NC(=O)NC1c1cccc([N+](=O)[O-])c1 (stereo not drawn)
  5%	130%[activator]	?	0%	i	-35%[inhibitor]	nt	0%
(20) COc1ccc(CCNC(=O)CSc2nc3[nH]ncc3c(=O)[nH]2)cc1OC
  4%	1%	-7%	-4%	-4%	-3%	-3%[46 µM]	-3%
(21) CCc1ccccc1NC(=O)CN1CCC(NC(=O)COC)CC1
  -4%	5%	-6%	1%	i	1%	3%	-6%
(22) CCC(C)NS(=O)(=O)c1ccc(S(=O)(=O)N2CCCC3(CCCCC3)C2)cc1 (stereo not drawn)
  -5%	-10%	?	-2%	i	-87%[inhibitor]	?	-3%
(23) CC(NC(=O)c1ccc(F)cc1)c1ccc(F)cc1 (stereo not drawn)
  4%	-1%	6%	-2%	i	6%	7%	-1%
(24) CC1CCC2(CC1)NC(=O)N(Cc1cccc(C(F)(F)F)c1)C2=O (stereo not drawn)
  0%	29%	7%	20%	0%	-22%	-17%[46 µM]	-2%
(25) O=C(N/N=C/c1ccccn1)C12CC3CC(CC(C3)C1)C2
  5%	8%	?	6%	0%	-8%	?	-2%
(26) COc1ccc(N2CCN(C(=O)c3cc4c(-c5cccc(OC)c5)nn(C)c4s3)CC2)cc1
  -2%	2%	-8%	-10%	-11%	?	?	-1%
(27) O=C(CSc1nnc(-c2ccccc2)o1)N1CCc2ccccc2C1
  -8%	9%	-9%	-1%	-11%	-4%	15%	0%
(28) Cc1nccn1CC(=O)N/N=C/c1cc(Br)cs1
  0%	-4%	nt	3%	0%	nt	nt	-1%
(29) CCCC[C@@H]1C[C@H]1C(NC(=O)c1ccccc1)c1ccccc1C(F)(F)F (stereo partly drawn)
  -6%	-9%	0%	7%	-14%	-19%	nt	-1%
(30) CCOC(=O)c1c(NC(=O)CSc2nnnn2C)sc(C)c1-c1ccc(C)cc1
  -5%	0%	-2%	-12%	-11%	19%	?	-5%

Remaining list, next part
Second line of a record: TRb SRC2 PPI	RGS12 GoLoco inh	ALDH1A1 block	JMJD2E inh	RECQ1 helicase	SMN2 splice enh	Lamin A splicing	TexasRed fluor
(31) CC(NC(=O)C(=O)NN=C1CCCCCC1)c1ccccc1 (stereo not drawn)
  3%	-3%	1%	35%[activator]	3%	1%	2%	2%
(32) COc1cccc(NCc2cc3c(C(C)(C)C)nn(-c4ccccc4)c3[nH]c2=O)c1
  -3%	4%	13µM*	-11%	-17%	-1%	-1%	-7%
(33) O=c1c(F)cn(C2CCCO2)c(=O)n1Cc1c(Cl)cccc1Cl (stereo not drawn)
  3%	8%	-1%	7%	-10%	1%	-9%	1%
(34) COc1ccc(NC(=O)c2ccc(N(C)S(C)(=O)=O)cc2)cc1OC
  1%	-11%	-15%	-2%	i	16%	-16%	-7%
(35) Cc1cnc(C(=O)OCC(=O)NC2CCCCCCC2)cn1
  6%	11%	-11%	1%	i	7%	-5%[46 µM]	-2%
(36) CCc1ccc(Nc2nnc(SCC(=O)N(C)C3CCS(=O)(=O)C3)s2)cc1 (stereo not drawn)
  0%	6%	nt	4%	-3%	nt	nt	-6%
(37) CCOC(=O)Cc1csc(NC(=O)C(C)c2ccc([N+](=O)[O-])cc2)n1 (stereo not drawn)
  -1%	0%	4%	-24%	-9%	-5%	5%[46 µM]	-4%
(38) O=C(Nc1nccs1)c1ccc(Cl)s1
  3%	8%	18%	-4%	-6%	0%	-9%	0%
(39) COc1ccc2[nH]c3c(=O)n(Cc4ccc(C(=O)N5CCC(C(N)=O)CC5)cc4)c(=S)[nH]c3c2c1
  3%	-1%	?	?	-16%	4%	5%[46 µM]	-6%
(40) Cc1ccc2c(c1)c(=O)c(Br)c(C)n2Cc1ccccc1
  -15%	9%	0%	13%	-3%	5%	?	1%
(41) O=C(Oc1c(-c2ccccc2)oc2ccccc2c1=O)c1ccccc1
  -2%	-16%	?	-3%	-24%	-30%	?	-2%
(42) CNC(=S)N(Cc1cc2cc(C)cc(C)c2[nH]c1=O)C1CCCC1
  8%	3%	-10%	?	i	nt	29%[46 µM]	1%
(43) COc1ccc2[nH]c(=O)c(CN(CCO)S(=O)(=O)c3ccc(C)cc3)cc2c1
  -3%	5%	?	?	i	nt	0%[46 µM]	-4%
(44) NC(=O)CC[C@@H]1NC(=O)[C@H](Cc2ccccc2)NC(=O)[C@H](Cc2ccc(O)cc2)NC(=O)[C@@H](N)CSSC[C@@H](C(=O)N2CCC[C@H]2C(=O)N[C@@H](CCCN=C(N)N)C(=O)NCC(N)=O)NC(=O)[C@H](CC(N)=O)NC1=O
  1%&-5%&-11%	3%&8%	2%	7%	-5%&0%	0%	?	-3%&0%&-5%
(45) COC(=O)c1cc(Cl)c(N)cc1OC
  11%	6%	10%	-2%	-11%	-6%	1%	1%

Filtered by structure: the entries above containing an aryl methoxy group (nine)
Second line of a record: TRb SRC2 PPI	RGS12 GoLoco inh	ALDH1A1 block	JMJD2E inh	RECQ1 helicase	SMN2 splice enh	Lamin A splicing	TexasRed fluor
(14) COc1cccc(-c2nc(NCc3cccnc3)c3ccccc3n2)c1
  nt	6%	0%	nt	-3%	nt	?	nt
(16) COc1ccc(CCNC(=O)CSc2nc3ccccc3o2)cc1OC
  -1%	12%	3%	12%	-8%	-4%	6%	-3%
(20) COc1ccc(CCNC(=O)CSc2nc3[nH]ncc3c(=O)[nH]2)cc1OC
  4%	1%	-7%	-4%	-4%	-3%	-3%[46 µM]	-3%
(26) COc1ccc(N2CCN(C(=O)c3cc4c(-c5cccc(OC)c5)nn(C)c4s3)CC2)cc1
  -2%	2%	-8%	-10%	-11%	?	?	-1%
(32) COc1cccc(NCc2cc3c(C(C)(C)C)nn(-c4ccccc4)c3[nH]c2=O)c1
  -3%	4%	13µM*	-11%	-17%	-1%	-1%	-7%
(34) COc1ccc(NC(=O)c2ccc(N(C)S(C)(=O)=O)cc2)cc1OC
  1%	-11%	-15%	-2%	i	16%	-16%	-7%
(39) COc1ccc2[nH]c3c(=O)n(Cc4ccc(C(=O)N5CCC(C(N)=O)CC5)cc4)c(=S)[nH]c3c2c1
  3%	-1%	?	?	-16%	4%	5%[46 µM]	-6%
(43) COc1ccc2[nH]c(=O)c(CN(CCO)S(=O)(=O)c3ccc(C)cc3)cc2c1
  -3%	5%	?	?	i	nt	0%[46 µM]	-4%
(45) COC(=O)c1cc(Cl)c(N)cc1OC
  11%	6%	10%	-2%	-11%	-6%	1%	1%

Not all compounds are listed; rates above refer to the full screens.
